OX1R antag-1 = antagonists of human orexin 1 receptor (OX1R); OX1R-expressing cells, FRET antagonist read-out; inhibition, % at 6.6 µM; 330,000 tested, 1.8% active; AID 485270; in the data active means inhibition mostly above about 38%, no sharp cut-off; inactive means mostly below about 40%;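 further: 0% = agonist challenge alone and 100% = reference antagonist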
Target sequence (O43613 whole entry, looked up): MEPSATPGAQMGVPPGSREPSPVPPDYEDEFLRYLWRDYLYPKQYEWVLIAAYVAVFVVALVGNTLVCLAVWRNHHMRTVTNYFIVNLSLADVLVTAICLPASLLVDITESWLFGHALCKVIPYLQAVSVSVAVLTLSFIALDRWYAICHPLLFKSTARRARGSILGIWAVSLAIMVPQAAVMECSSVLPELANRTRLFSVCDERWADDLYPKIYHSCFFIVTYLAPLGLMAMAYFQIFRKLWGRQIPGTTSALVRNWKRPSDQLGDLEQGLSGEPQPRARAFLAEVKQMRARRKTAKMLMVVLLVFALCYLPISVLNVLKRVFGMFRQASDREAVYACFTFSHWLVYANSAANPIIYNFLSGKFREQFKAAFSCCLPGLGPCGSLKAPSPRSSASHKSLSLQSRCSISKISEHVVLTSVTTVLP
OX1R antag-2 = human HCRTR1 antagonism; CHO/OX1R cells, Fluo-8 calcium fluorescence, orexin A; O43613; AID 434989; 330,000 tested, 0.43% active; inhibition, % at 5 µM;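 active means inhibition above its plate's threshold, mean inhibition of all tested compounds on the plate plus 3 SD, cut at about 37% in these data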;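 further: 0% = orexin A challenge wells and 100% = SB-334867-A antagonist wells; not every result past the cut was called active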
The depositor's hits bear a star.

Value order: OX1R antag-1, OX1R antag-2
Cc1ccc(C(=O)Nc2cccc(NC(=O)c3cccnc3)c2)cc1
→ 26, -10
O=C(NCCNC(=O)c1ccco1)c1cccc(F)c1
→ 8, -19
COC(=O)C1C2C=CC3(CN(Cc4ccco4)C(=O)C13)O2 (centres undefined)
→ 15, -16
O=[N+]([O-])c1ccc(OCc2cnc(Cl)s2)c([N+](=O)[O-])c1
→ 18, -4
COCCn1c(-c2ccco2)nc2nc3ccccc3nc21
→ 28, -3
Cc1ccc(NC(=S)N(C)Cc2cn(C)c3ccccc23)cc1
→ 14, -4
COc1ccc(C(=O)N(C)C2CCN(C)CC2)cc1S(=O)(=O)Nc1cc(Cl)ccc1Cl
→ 9, -7
OC(c1cc(-c2ccc(Cl)cc2)nc2ccccc12)C1CCCCN1 (centres undefined)
→ 4, 6
C/C=C/c1ccc(OCC(=O)Nc2ccncc2)c(OC)c1
→ 1, -21
N/C(Cn1cncn1)=N\OC(=O)c1ccc(Cl)cc1Cl
→ 10, -23
Cc1cc(C)nc(NC(=NCCc2c[nH]c3ccccc23)NC(=O)c2ccco2)n1
→ 45, 0
CC1CCN(C(NC(=O)c2ccco2)C(=O)c2ccccc2)CC1 (centres undefined)
→ 7, -25
C=CCN(C(=O)Cc1cccs1)c1nc(-c2ccc(S(C)(=O)=O)cc2)cs1
→ 51, -8
COc1cc(NC(=O)C(C)C)ccc1NC(=O)c1ccco1
→ 3, -13
CCOC(=O)c1c(C)[nH]c(C(=O)CN2C(=O)NC(CC)(c3ccccc3)C2=O)c1C (centres undefined)
→ -5, -25
CCc1ccc(CN2CCCC(CCC(=O)N3CCN(c4ccccn4)CC3)C2)o1 (centres undefined)
→ -2, -34
COc1ccc(C(=O)NCS(=O)(=O)c2ccc(C)cc2)cc1
→ 13, -16
Cc1ccc(-c2cc(C(=O)NCc3ccccn3)no2)cc1
→ -6, -25
CC(C)Cc1cc(C(=O)O)n[nH]1
→ 11, -9
O=C(c1ccccc1)c1ccncc1
→ 13, -16
O=C(/C=C/c1ccccc1)c1cc(Br)ccc(=O)c1O
→ 34, -6
CN(C)C(=O)c1ccc(NC(=O)c2cccc(S(=O)(=O)N3CCCCCC3)c2)cc1
→ 16, -16
COc1ccc(C)cc1NC(=O)C1CCCN1S(=O)(=O)c1ccccc1F (centres undefined)
→ 52*, 14
CC(C)NC(=S)Nc1ccc(Oc2ccccc2)cc1
→ 12, -19
CC(O)(CS(=O)(=O)Cc1ccccc1)c1ccccc1 (centres undefined)
→ -1, -13
CC(C)Cn1c(SCC(=O)NC(=O)NC2CCCC2)nc2ccccc21
→ 5, -27
CCOc1ccc(NC(=O)C/C(N)=N/O)cc1
→ 5, -5
Cc1nc2ccccc2c(=O)n1NC(=O)Nc1ccccc1
→ 10, -21
CC(C)CC(NS(=O)(=O)c1cc(C(=O)O)ccc1Cl)C(=O)O (centres undefined)
→ 17, 10
CCn1c(=O)cc(OCC(=O)Nc2ccc3c(c2)OCCO3)c2ccccc21
→ 10, -15

One compound at a time, as listed above. Order of screens: OX1R antag-1	OX1R antag-2
CCOC(=O)c1c(C)[nH]c(C(=O)CN2C(=O)NC(CC)(c3ccccc3)C2=O)c1C (centres undefined) in the list: -5	-25
CC(C)CC(NS(=O)(=O)c1cc(C(=O)O)ccc1Cl)C(=O)O (centres undefined) in the list: 17	10

(further entries)
Value order: OX1R antag-1, OX1R antag-2
COc1cccc(CC(=O)Nc2ccc3nc(C)sc3c2)c1
→ 11, -21
COC(=O)c1ccc(NC(=O)CSc2nnc(CNc3ccc(OC)cc3)n2C)cc1
→ 16, -24
O=C(Nc1ccc(F)cc1)Nc1ccccc1N1CCCCC1
→ 16, -22
COc1ccccc1CNC(=O)C(=O)c1cn(CC(=O)N2CCCC2)c2ccccc12
→ 23, -23
COc1ccc(OC)c(S(=O)(=O)NCc2nc3nc(C)cc(C)n3n2)c1
→ -1, -2
C/C(=N\Nc1cc(Cl)nc(C)n1)c1ccc(C)cc1
→ 6, -39
CCN(CC)c1ccc(CNc2nnnn2C)cc1
→ 14, 0
CCOC(=O)c1c(NC(=O)Nc2ccccc2)sc(C)c1C
→ 36, -49
C=C(C)Cc1c(C)c(C#N)c2[nH]c3ccccc3n2c1=O
→ 24, -13
CC(=O)c1ccc(N2CCC(C)CC2)c(F)c1
→ 5, 4
c1ccc(-c2ccccc2OCCOCCN2CCOCC2)cc1
→ 7, -17
CC(NC(=O)COC(=O)c1cc(S(=O)(=O)N2CCOCC2)ccc1F)c1ccccc1 (centres undefined)
→ 8, -3
C#CCNc1ccc([N+](=O)[O-])cc1
→ 15, -10
O=C(COc1ccc2ccccc2c1)NC1CC1
→ 51, -20
CCc1cc2cccc(C)c2nc1SCC(=O)Nc1nonc1C
→ 27, -31
COc1cccc(/C=C2\SC(=S)N(CCC(=O)N3CCCCC3)C2=O)c1
→ 24, -17
CS(=O)(=O)c1cccc(NC(=O)c2ccc(Cl)c(Cl)c2)c1
→ -6, -4
NCC12CC3CC(C1)CC(c1ccc(Cl)cc1)(C3)C2
→ 4, -7
Cc1ccc(NNC(=O)c2ccc(Cl)cc2)nn1
→ 0, -10
Cc1ccc(S(=O)(=O)NCCC(=O)NC2CCCCC2C)cc1 (centres undefined)
→ 9, -12
COc1ccccc1C(=O)Nc1cc(C)c(OCC(=O)N2CCOCC2)c(C)c1
→ 30, -23
CCOc1ccccc1NC(=O)Nc1ccccn1
→ 14, -10
O=C(c1cccc(S(=O)(=O)Nc2ccc(F)cc2)c1)N1CCOCC1
→ 5, -3
O=C(O)CCC(=O)Nc1ccc(-c2nc3ccc(C(=O)c4ccccc4)cc3[nH]2)cc1
→ 5, -12
CCCCc1ccc(/C=C2/C(=O)ON=C2c2ccccc2)s1
→ 11, 7
CCOC(=O)C1=C(C)N(c2ccc(Cl)cc2)C(=O)NC1c1cccc([N+](=O)[O-])c1 (centres undefined)
→ 13, -39
CC(Oc1ccc(F)cc1)C(=O)N1CCN(c2ncccn2)CC1 (centres undefined)
→ 7, -1
O=C(NNC(=O)c1cccc2ccccc12)c1ccc2c(c1)OCO2
→ 13, -15
COc1ccc(CNC(=O)C(c2ccc(C)o2)N(C(=O)c2snc(C(N)=O)c2N)c2ccccc2OC)cc1 (centres undefined)
→ 1, -22
Cc1cccc(NC(=O)c2cc3n(n2)C(C(F)(F)F)CC(C2CC2)N3)c1C (centres undefined)
→ 12, -11

Next section
Value order: OX1R antag-1, OX1R antag-2
COCCn1nnnc1C(c1cc2cccc(C)c2[nH]c1=O)N1CCN(c2ccccc2F)CC1 (centres undefined)
→ 25, -27
O=C(NCCS(=O)CCNC(=O)C(F)(F)F)C(F)(F)F
→ 17, -17
CCCCn1c(N)c(N(CCC(C)C)C(=O)CSc2nnc(Nc3ccccc3)s2)c(=O)[nH]c1=O
→ 14, -17
Cc1ccccc1S(=O)(=O)c1cc2ccccc2nc1N
→ 25, -28
O=C(O)CCCn1cc(NC(=O)c2c(F)cccc2F)cn1
→ 13, -18
CC(C)NC(=S)N(C)C1(c2ccccc2Cl)CCCCC1=O (centres undefined)
→ 22, -14
COc1ccc(Br)c(C(=O)OCC(=O)N2CCc3ccccc32)c1
→ 7, 4
COc1cccc(NC(=S)NCc2ccccc2)c1
→ -4, -6
CCOc1ccc(NC(=O)Nc2ccc(Br)cn2)cc1
→ 12, -35
CCOCCCNCc1cc(Cl)ccc1OCC
→ 2, -8
CC(C(=O)Nc1ccccc1C(=O)N1CCOCC1)N(c1ccccc1)S(C)(=O)=O (centres undefined)
→ 13, -8
c1ccc2c(c1)CCCC2C1=NCCN1 (centres undefined)
→ 0, -3
COc1ccccc1N(CC(=O)N1CCCCC1)S(=O)(=O)c1ccccc1
→ 14, -13
COCCSc1nc2c(c(=O)[nH]c(=O)n2C)n1CCC(C)C
→ 14, -11
C#CCn1c(=NC(=O)CSCC(=O)N2CCOCC2)sc2ccccc21
→ 10, -21
N#C/C(=C(/O)CCl)c1nc(-c2ccccc2)cs1
→ 20, -12
CC(C)(C)OC(=O)N1CCCC1C(=O)NC(Cc1ccccc1)C(=O)O (centres undefined)
→ 20, 0
COc1ccc(C(=O)COC(=O)CNC(=O)c2cc(OC)cc(OC)c2)cc1
→ 8, -16
Cc1nnc(SC(C)C(=O)NC2CCCc3ccccc32)n1-c1ccccc1 (centres undefined)
→ 9, -12
O=C(NCc1ccccc1CN1CCCC1)C1CCN(S(=O)(=O)c2ccc(F)c(F)c2)CC1
→ -2, -24
COc1ccc(CNC(=O)C2CCCN(S(=O)(=O)c3ccc4c(c3)C(C)(C)C(=O)N4C)C2)cc1 (centres undefined)
→ 11, -29
CCOC(=O)[C@@H]1[C@H]2COc3ccccc3[C@H]2N2C(=O)N(c3ccc(Cl)cc3)C(=O)[C@]12C
→ 20, -38
CC1CCCN(c2nc(N(C)c3ccccc3)nc(N)c2[N+](=O)[O-])C1 (centres undefined)
→ 22, -14
CC1CN(C(=O)CSc2nc(-c3ccc(F)cc3)cs2)CC(C)O1 (centres undefined)
→ 5, -18
Nc1nc(=S)c2ncn([C@@H]3O[C@H](CO)[C@@H](O)[C@H]3O)c2[nH]1
→ 13, 9
Cc1ccc(NC(=O)C2CSC3(C)CCC(=O)N23)cc1S(=O)(=O)N1CCCCCC1 (centres undefined)
→ 0, -8
O=C1OC(N2CCN(C/C=C/c3ccccc3)CC2)c2ccccc21 (centres undefined)
→ 10, -9
Cn1cnnc1SC1c2cccc3cccc(c23)C1NS(=O)(=O)c1ccc(Cl)cc1 (centres undefined)
→ 11, -20
CC(=O)c1ccc(-c2cccc(-c3cc(=O)oc4ccc(C(C)(C)C)cc34)c2)cc1
→ 5, -25
COc1cc2c(cc1OC)CN(c1nc(CN3CCOCC3)nc3sc4c(c13)CCC(C)C4)CC2 (centres undefined)
→ 21, -26

A draw from above in order of SMILES length, rising:
Value order: OX1R antag-1, OX1R antag-2
O=C(Nc1ccc(F)cc1)Nc1ccccc1N1CCCCC1
→ 16, -22
O=C(O)CCCn1cc(NC(=O)c2c(F)cccc2F)cn1
→ 13, -18
O=C(NCCS(=O)CCNC(=O)C(F)(F)F)C(F)(F)F
→ 17, -17
COC(=O)c1ccc(NC(=O)CSc2nnc(CNc3ccc(OC)cc3)n2C)cc1
→ 16, -24
Cc1cc(C)nc(NC(=NCCc2c[nH]c3ccccc23)NC(=O)c2ccco2)n1
→ 45, 0
COc1ccc(C(=O)N(C)C2CCN(C)CC2)cc1S(=O)(=O)Nc1cc(Cl)ccc1Cl
→ 9, -7

More entries.
Value order: OX1R antag-1, OX1R antag-2
CC(C)C[C@H](NS(=O)(=O)c1ccc(Br)cc1)C(=O)O
→ 18, -6
O=C(N/N=C/c1cccc([N+](=O)[O-])c1)c1cc(-c2ccc3c4c(cccc24)CC3)n[nH]1
→ 9, -11
CC(=O)N(C)c1ccc(N=Cc2c(O)ccc3ccccc23)cc1
→ 20, -10
O=C(N/N=C/c1ccccc1Cl)c1n[nH]c2c1CCCC2
→ 21, -18
COc1cc(OC)cc(C(=O)N[C@H](C(=O)Nc2cccc(S(=O)(=O)N3CCCC3)c2)C(C)C)c1
→ 6, -25
COc1ccc(N=Nc2ccc3ccccc3c2)c(O)c1
→ 3, -8
O=C(NCCN1C(=O)S/C(=C\c2ccccc2)C1=O)c1cc(S(=O)(=O)N2CCOCC2)c(Cl)cc1Cl
→ 34, 30
COc1cc(CCCN2C(=O)C(=O)NC[C@H]2Cc2cccc3ccccc23)cc(OC)c1OC
→ 23, -39
O=C(c1ccccc1)c1ccc2nc(N3CCCCC3)c3nncn3c2c1
→ 5, -38
CCOc1ccc(N=Nc2c(C)noc2C)cc1
→ 11, -12
CCOc1ccc(NC(=O)COc2nsnc2N2CCCCC2)cc1
→ 8, -2
CCN(Cc1ccccc1OC)CC1CCCN(CCc2cccc(OC)c2)C1 (centres undefined)
→ 9, -25
CCCN1CCN(C(=O)c2ccccc2-c2nc3ccccc3s2)CC1
→ 2, -24
Cc1ccc(NC(=O)COc2ccccc2C(N)=O)cc1S(=O)(=O)N1CCCCCC1
→ 23, 53*
COc1cc(-c2nn3c(-c4cccnc4)nnc3s2)cc(OC)c1OC
→ 3, -19
CC1=C(C(=O)OCC2CCCO2)C(c2coc3ccc(C)cc3c2=O)C2=C(CCCC2=O)N1 (centres undefined)
→ 2, -35
CC(C)c1nnc(NC(=O)C2CCCN(C(=O)Nc3ccc(F)cc3)C2)s1 (centres undefined)
→ 6, -14
COc1ccc(/C=C/c2nc3ccccc3n2C)cc1
→ 10, -28
Cc1ccc(NC(=O)COC(=O)CSC(=S)N2CCOCC2)cc1C
→ -13, 11
Cc1sc(NC(=O)c2sc3nc4c(C)cccc4cc3c2N)c(C#N)c1C
→ 28, 10
COC(=O)N/N=C\c1ccc(OC(=O)c2ccco2)cc1
→ 15, -6
COc1ccc(NC(=O)C2CCC(CNc3c(N4CCCCC4)c(=O)c3=O)CC2)cc1OC (centres undefined)
→ 19, 4
C=C1C[C@H](O)[C@@H]2[C@H](OC(=O)[C@H]2C)[C@H]2[C@H](C)[C@@H](O)C[C@@H]12
→ 2, -3
Cc1cc(/C=N/NC(=O)c2ccccc2F)c(C)n1-c1ccccc1
→ 8, -18
Cn1c(NC(=O)CCc2ccccc2)cc(=O)n(C)c1=O
→ 10, -15
COc1ccc(-c2ncc(CN3CCN(CCC(C)C)C(CCO)C3)cn2)cc1 (centres undefined)
→ 12, -22
CC1(C)NC(=O)N(CCCCOc2ccc3c(c2)CCC3)C1=O
→ 22, -5

Structures shown so far that have a tert-butyl group, in the order listed:
Value order: OX1R antag-1, OX1R antag-2
CC(C)(C)OC(=O)N1CCCC1C(=O)NC(Cc1ccccc1)C(=O)O (centres undefined)
→ 20, 0
CC(=O)c1ccc(-c2cccc(-c3cc(=O)oc4ccc(C(C)(C)C)cc34)c2)cc1
→ 5, -25
